USP2a inh: qHTS Assay for Inhibitors of Ubiquitin-specific Protease USP2a Using CHOP2 as the Reporter. Potency, µM (top dose mostly 38.3 µM), inactives show top-dose activity change, negative = inhibition, most hits filed as inhibitors. 330,000 tested, 0.01% active. AID 463254, 2010. USP2 core, Ub-CHOP2 coupled fluorogenic reporter, 485/531;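 further: potency means the concentration at half of the fitted maximal effect; plate controls were DMSO wells for no effect and full inhibition by NEM control for full effect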
Target sequence (O75604 whole entry, looked up): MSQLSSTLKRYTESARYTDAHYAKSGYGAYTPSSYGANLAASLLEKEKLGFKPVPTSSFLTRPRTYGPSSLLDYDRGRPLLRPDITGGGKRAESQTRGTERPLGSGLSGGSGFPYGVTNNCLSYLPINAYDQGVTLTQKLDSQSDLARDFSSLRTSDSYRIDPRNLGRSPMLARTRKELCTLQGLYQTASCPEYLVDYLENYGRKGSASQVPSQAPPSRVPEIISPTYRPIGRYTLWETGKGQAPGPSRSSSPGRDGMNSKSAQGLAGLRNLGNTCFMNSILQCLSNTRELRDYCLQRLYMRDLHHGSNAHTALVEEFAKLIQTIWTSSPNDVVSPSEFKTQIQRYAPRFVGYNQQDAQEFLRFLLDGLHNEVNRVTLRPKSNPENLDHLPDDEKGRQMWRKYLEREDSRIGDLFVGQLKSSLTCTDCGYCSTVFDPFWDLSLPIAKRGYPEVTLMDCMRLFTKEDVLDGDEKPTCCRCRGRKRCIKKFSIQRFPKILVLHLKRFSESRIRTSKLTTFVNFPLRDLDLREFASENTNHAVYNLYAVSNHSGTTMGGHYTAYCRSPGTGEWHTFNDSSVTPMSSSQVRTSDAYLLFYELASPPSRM
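Cell-free coupled assay: 10nM USP2 core preincubated 30min RT with compound in Tris-HCl pH 8.0/CaCl2/CHAPS buffer, then 25nM Ub-CHOP2 and 25nM reporter substrate; fluorescence (Ex 485/Em 531) read after 60min RT, normalized to NEM inhibition, concentration-response curves fitted.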
TRPV1 ag: HTS Assay for Compounds that Act as Agonists of the Vanilloid Receptor 1. AID 540275, 2011. 320,000 tested, 0.19% active. TRPV1-expressing cells, Fluo-8 calcium influx, agonist mode. activation, % at 8.33 µM; in the data active means activation above about 80%; inconclusive means between about 30% and that limit; further: 0% is about no effect
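Cells expressing TRPV1 were dye-loaded with Fluo-8 and read kinetically: 10 s baseline, 3 min after compound (agonist portion), then 2 min after EC20 capsaicin (allosteric enhancer portion). Calcium-bound dye fluorescence at 480/520 nm.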
Menin MLL FP TR: qHTS Assay for Inhibitors Targeting the Menin-MLL Interaction in MLL Related Leukemias: Competition With Texas Red Labeled MLL-derived Mutant Peptide | Menin + Texas Red MLL mutant peptide, fluorescence polarization | Potency, µM (top dose mostly 61.6 µM), for inactives: at the top dose FP activity change, negative = inhibition, most hits filed as inhibitors | 270,000 tested, 0.23% active; active means well fitted inhibition curve with a large enough effect in the polarisation, with a control signal flat, not every such curve was filed as active; inconclusive means small, poorly fitted or top-dose-only effect, or effect the other way, or a change in a side signal; inactive means no such curve, though single readings can be large or run the other way; the % refers to the polarisation; further: potency means the concentration at half of the fitted maximal effect; % of control where 0% means no effect; many of its hits are not listed in these tables
FBPA coupling cs: qHTS Assay for Inhibitors of Fructose-1,6-bisphosphate Aldolase from Giardia Lamblia: Coupling assay counterscreen; coupling enzyme system counterscreen, AmpLite Red fluorescence; activity change, negative = inhibition, % at 58.2 µM, hits read low; 290,000 tested, 0.67% active; AID 2472, 2010; in the data active means activity change below about -30%; further: on the % scale 0 is the no-effect control and ±100 the full control effect
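Coupling enzymes only (glyceraldehyde-3-phosphate) + compound, at 57.5 uM final, 10 min RT; add substrate/coupling/AmpLite Red mix, 20 min RT; fluorescence ex 525/em 598 nm. Actives flag coupling-system interference.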
B2AR arrestin: qHTS assay of beta-arrestin-biased ligands of beta2-adrenergic receptor. Beta-2 adrenergic receptor (Homo sapiens), P07550. beta-arrestin recruitment to beta2AR, cell-based reporter. Potency, µM (doses to about 46.1 µM), for the others: at the top dose activation, hits mostly activators. 330,000 tested, 0.02% active;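 further: potency means the concentration at half of the fitted maximal effect; 0% = DMSO controls and full agonism = EC100 isoproterenol or metaproterenol; nearly all actives have a fitted effect of over 65% in size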
Giardia killer: Small Molecules that selectively kill Giardia lamblia: qHTS; Giardia lamblia trophozoite viability; activity change, % at 7.66 µM, hits read low; 340,000 tested, 0.15% active; AID 540267, 2011; in the data active means activity change below about -80%; inconclusive means between about -30% and that limit;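 further: parasites exposed to compound for two days anaerobically before the ATP read; on the % scale 0 is the no-effect control and ±100 the full control effect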
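ATP-content bioluminescence gauges trophozoite survival. Cells (100/well) receive compound and incubate anaerobically for 48 hrs at 37 deg C; detection reagent follows for 15-30 min at room temperature.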
GALK inhibitor: qHTS Assay for Inhibitors of Human Galactokinase (GALK); AID 1868, 2009; Potency, µM (top dose mostly 57.5 µM), inactives show at the top dose activity change, negative = inhibition, usual class: inhibitors; 270,000 tested, 0.007% active; Purified GALK, Kinase-Glo residual ATP luminescence; further: potency means the concentration at half of the fitted maximal effect; on the % scale 0 is the no-effect control and ±100 the full control effect
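ATP-depletion format; final 35 uM ATP, 100 uM D-galactose, 5 nM enzyme; pH 8.0 HEPES/Mg2+ buffer; 60 min RT; luminescence read 10 min after detection reagent.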
MLL CXXC-DNA inh: qHTS Fluorescence Polarization Assay for Inhibitors of MLL CXXC domain - DNA interaction; Histone-lysine N-methyltransferase 2A (Homo sapiens), Q03164; MLL-CXXC / FITC-HOXA9 DNA fluorescence polarization; Potency, µM (highest dose often 115 µM), inactives show top-dose activity change, negative = inhibition, hits mostly inhibitors; 290,000 tested, 0.037% active; AID 2662, 2010; active means well fitted inhibition curve with a large enough effect in the polarisation, with a control signal flat, not every such curve was filed as active; inconclusive means small, poorly fitted or top-dose-only effect, or effect the other way, or a change in a side signal; inactive means no such curve, though single readings can be large or run the other way; the % refers to the polarisation; further: potency means the concentration at half of the fitted maximal effect
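Fluorescence polarization: 7 uM MLL-CXXC (stock) preincubated 5 min with compounds, then 50 nM fluorescein-HOX-A9 DNA (stock) added; 30 min ambient. Buffer 50 mM Tris-HCl pH 7.5, 50 mM NaCl, 1 mM DTT, 0.05% BSA.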
KCNH2 3.1 inh: qHTS for Inhibitors of KCHN2 3.1: Mutant qHTS; Potassium voltage-gated channel subfamily H member 2, brain isoform KCNH2 3.1 (human); U2OS KCNH2 3.1, thallium flux FluxOr; stronger effect = lower value; activity change, % (tested at about 1.8 µM); 340,000 tested, 0.95% active;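 active means maximum activity change below -70%; inconclusive means maximum activity change from -70% to -50%; inactive means maximum activity change above -50%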;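 further: thallium influx rate constant from kinetic fluorescence after stimulation buffer; on the % scale 0 is the no-effect control and ±100 the full control effect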
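Channel expression came from 3.1 mutant virus (1.77 x 10^8 /mL) applied to suspended U2OS cells for 4 h. Flux was tracked with FluxOr dye plus Red40 quencher, and kinetic rate constants normalized to controls.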
KCNH2 WT inh: qHTS for Inhibitors of KCHN2 3.1: Wildtype qHTS; Voltage-gated inwardly rectifying potassium channel KCNH2 (Homo sapiens), Q12809; U2OS, BacMam KCNH2, thallium flux FluxOr; stronger effect = lower value; activity change, % at 1.84 µM; 340,000 tested, 0.37% active; AID 720551, 2013;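 active means maximum activity change below -70%; inconclusive means maximum activity change between -70% and -50%; inactive means maximum activity change above -50%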; further: on the % scale 0 is the no-effect control and ±100 the full control effect
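U2OS cells were transduced with wild-type KCNH2 virus (2.03 x 10^8 / mL) for 4 h at room temperature, then cultured overnight at 37 C. Thallium flux was read with FluxOr dye. Rate constants were normalized to DMSO controls.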
PKM2 act: qHTS Assay for Activators of Human Muscle isoform 2 Pyruvate Kinase | AID 1631, 2009 | purified PKM2, Kinase-Glo ATP luminescence, activation; response scale: 0% is enzyme alone, no compound | 260,000 tested, 0.34% active | Potency, µM (top dose mostly 57.5 µM), inactives show at the top dose activation, actives largely listed as activators | Pyruvate kinase PKM (Homo sapiens), P14618; further: potency means the concentration at half of the fitted maximal effect; on the % scale 0 is the no-effect control and ±100 the full control effect; nearly all actives have a fitted effect of over 55% in size
Target sequence (P14618 whole entry, looked up, canonical isoform): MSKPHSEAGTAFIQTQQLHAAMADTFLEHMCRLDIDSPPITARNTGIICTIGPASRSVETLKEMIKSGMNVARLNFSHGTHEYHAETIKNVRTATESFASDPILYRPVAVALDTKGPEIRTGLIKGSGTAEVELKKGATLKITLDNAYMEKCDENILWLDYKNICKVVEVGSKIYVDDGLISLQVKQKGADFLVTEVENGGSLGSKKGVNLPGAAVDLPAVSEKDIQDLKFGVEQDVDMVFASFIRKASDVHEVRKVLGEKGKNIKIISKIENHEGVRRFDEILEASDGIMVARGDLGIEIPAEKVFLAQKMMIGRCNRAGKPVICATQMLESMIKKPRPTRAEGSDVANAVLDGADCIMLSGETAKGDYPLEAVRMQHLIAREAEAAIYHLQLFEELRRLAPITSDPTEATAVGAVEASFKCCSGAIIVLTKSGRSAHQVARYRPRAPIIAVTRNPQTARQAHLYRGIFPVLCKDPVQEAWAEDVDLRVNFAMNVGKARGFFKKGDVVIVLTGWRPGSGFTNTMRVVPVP
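Kinase-Glo luminescence reports ATP generated from ADP (0.1 mM) and PEP (0.5 mM) by purified hPK-M2 after 1 h at room temperature, pH 7.2 imidazole buffer; intermediate enzyme activity allows detecting inhibitors and activators.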
Active calls of the source: *; [ ] = remark or other dose. Unless noted, the call rests on the fitted dose curve; in most records, active means well fitted curve in the direction sought with a large enough effect; inconclusive means small, poorly fitted or top-dose-only effect, or another doubt; inactive means no such curve, though single readings can be large; an effect the other way counts as inactive or inconclusive. Some of the compounds tested; rates above refer to the full screens.

`COc1ccc(C2CC(c3ccccc3)=NN2C(=O)COC(=O)c2ccc(S(C)(=O)=O)cc2)cc1` (stereo not given) gave USP2a inh 0%, TRPV1 ag 2, B2AR arrestin -0.3%, Giardia killer 13, KCNH2 3.1 inh -12 and KCNH2 WT inh -16.
`COc1cc(OC)cc(C(=O)NNC(=O)c2cc3c(s2)CCCC3)c1` gave USP2a inh 0%, TRPV1 ag 2, Menin MLL FP TR -25%, FBPA coupling cs 4, B2AR arrestin 3.0%, Giardia killer -15, GALK inhibitor 1%, MLL CXXC-DNA inh -10%, KCNH2 3.1 inh -6, KCNH2 WT inh -7 and PKM2 act -3%.
For Cc1ccc(CNC(=O)CCc2nnc3ccc(N4CCC5(CC4)OCCO5)nn23)cc1 the results were USP2a inh -1%, TRPV1 ag 2, Menin MLL FP TR -1%, FBPA coupling cs -1, B2AR arrestin 0.4%, Giardia killer -20, GALK inhibitor 8%, MLL CXXC-DNA inh 29%, KCNH2 3.1 inh -1, KCNH2 WT inh 5 and PKM2 act -4%.
Cn1c(C(=O)O)ccc1S(=O)(=O)N1CCCCCC1 was read as USP2a inh 2%, TRPV1 ag -11, FBPA coupling cs 1, B2AR arrestin -0.3%, Giardia killer -21, GALK inhibitor -2%, MLL CXXC-DNA inh -9%, KCNH2 3.1 inh -5, KCNH2 WT inh 4 and PKM2 act 0%.
`CC(=O)c1cccc(NC(=O)CSc2nc(C3CC3)nc3ccccc23)c1` gave USP2a inh 1%, TRPV1 ag 14, Menin MLL FP TR 19%, FBPA coupling cs 4, B2AR arrestin 0.0%, Giardia killer -11, GALK inhibitor -1%, MLL CXXC-DNA inh 12%, KCNH2 3.1 inh -2, KCNH2 WT inh -1 and PKM2 act -9%.
S=C(Nc1ccccc1)N1CCN(c2ccccn2)CC1 was read as USP2a inh -1%, TRPV1 ag -3, Menin MLL FP TR 8%, FBPA coupling cs 3, B2AR arrestin -0.5%, Giardia killer 10, GALK inhibitor 7%, MLL CXXC-DNA inh 6%, KCNH2 3.1 inh 20, KCNH2 WT inh 27 and PKM2 act -12%.
`CC1Cc2cc(S(=O)(=O)N3CCCCC3C)ccc2N1C(=O)C1CCC1` (stereo not given) gave USP2a inh 2%, TRPV1 ag inconclusive, Menin MLL FP TR -13%, FBPA coupling cs 0, B2AR arrestin -0.1%, Giardia killer 7, GALK inhibitor 3%, MLL CXXC-DNA inh 20%, KCNH2 3.1 inh 28 and KCNH2 WT inh -11.
Screening Cc1nn(Cc2ccc([N+](=O)[O-])cc2)c(=O)n1N(C)c1ncc(C(F)(F)F)cc1Cl returned USP2a inh 2%, TRPV1 ag 2, FBPA coupling cs 2, B2AR arrestin 0.0%, Giardia killer -15, GALK inhibitor -1%, MLL CXXC-DNA inh 1%, KCNH2 3.1 inh -6, KCNH2 WT inh -2 and PKM2 act 2%.
Screening COC(=O)c1c(C)nc2ccccc2c1-c1ccccc1 returned USP2a inh 4%, TRPV1 ag 22, FBPA coupling cs 9, B2AR arrestin -0.1%, Giardia killer 3, GALK inhibitor -1%, MLL CXXC-DNA inh 1%, KCNH2 3.1 inh -10, KCNH2 WT inh 9 and PKM2 act 3%.
For Cc1ccsc1C1NC(=O)c2c(sc3c2CCCC3)N1 (stereo not given) the results were USP2a inh 2%, TRPV1 ag -2, Menin MLL FP TR -18%, FBPA coupling cs 0, B2AR arrestin -1.4%, Giardia killer 3, GALK inhibitor 1%, MLL CXXC-DNA inh 13%, KCNH2 3.1 inh 16, KCNH2 WT inh -1 and PKM2 act -13%.
Screening CCN(CC)CC#CC(OC)(c1ccccc1)c1ccccc1 returned USP2a inh -1%, TRPV1 ag 7, Menin MLL FP TR inconclusive, FBPA coupling cs 3, B2AR arrestin 0.4%, Giardia killer 11, GALK inhibitor 6%, MLL CXXC-DNA inh 12%, KCNH2 3.1 inh -25, KCNH2 WT inh 28 and PKM2 act -8%.
Screening O=C(COC(=O)c1cccs1)Nc1nc(-c2ccccc2)cs1 returned USP2a inh -1%, TRPV1 ag -1, Menin MLL FP TR -21%, FBPA coupling cs 0, B2AR arrestin -0.6%, Giardia killer -3, GALK inhibitor 1%, MLL CXXC-DNA inh 1%, KCNH2 3.1 inh 0, KCNH2 WT inh 0 and PKM2 act -18%.
`CCN(CC)C(=S)Sc1c(-c2ccccc2)c2cc(Cl)ccc2[nH]c1=O` gave USP2a inh 0%, TRPV1 ag -3, FBPA coupling cs -3, B2AR arrestin 0.2%, Giardia killer -1, GALK inhibitor 0%, MLL CXXC-DNA inh 20%, KCNH2 3.1 inh 8, KCNH2 WT inh 0 and PKM2 act 2%.
Cc1ccsc1/C=N/NC(=O)c1ccc(-n2cccc2)cc1 was read as USP2a inh -3%, TRPV1 ag 18, Menin MLL FP TR 3%, FBPA coupling cs 1, B2AR arrestin -0.9%, Giardia killer 6, GALK inhibitor 1%, MLL CXXC-DNA inh 2%, KCNH2 3.1 inh -14, KCNH2 WT inh -8 and PKM2 act 2%.
For NNC(=O)CCn1nnc2ccccc21 the results were USP2a inh 1%, TRPV1 ag 1, FBPA coupling cs 0, B2AR arrestin 3.3%, Giardia killer 6, GALK inhibitor 1%, MLL CXXC-DNA inh -2%, KCNH2 3.1 inh 10, KCNH2 WT inh 14 and PKM2 act -9%.
COc1ccc(OCCNc2cc(N3CCCCC3)ccc2[N+](=O)[O-])cc1 was read as USP2a inh -1%, TRPV1 ag 1, Menin MLL FP TR -6%, FBPA coupling cs -4, B2AR arrestin 0.2%, Giardia killer -4, MLL CXXC-DNA inh -2%, KCNH2 3.1 inh -25, KCNH2 WT inh -14 and PKM2 act -17%.
Screening CCOc1ccc(NS(=O)(=O)c2ccc(-c3cnc(C4CC4)o3)cc2)cc1 returned USP2a inh 2%, TRPV1 ag 2, B2AR arrestin 0.3%, Giardia killer -3, GALK inhibitor 2%, MLL CXXC-DNA inh 10%, KCNH2 3.1 inh 13 and KCNH2 WT inh -9.
`CCOC(=O)C(NC(C)=O)C(=O)Nc1ccc(OC)cc1` (stereo not given) gave USP2a inh -1%, TRPV1 ag -3, Menin MLL FP TR -3%, FBPA coupling cs 0, B2AR arrestin 0.0%, Giardia killer 14, GALK inhibitor -2%, MLL CXXC-DNA inh 5%, KCNH2 3.1 inh -8, KCNH2 WT inh 4 and PKM2 act -2%.
`COCCN(C(=O)Cc1cccs1)C(C(=O)NC1CCCC1)c1ccc(OC)c(OC)c1` (stereo not given) gave USP2a inh 4%, TRPV1 ag 2, Menin MLL FP TR 0%, FBPA coupling cs 2, B2AR arrestin -0.5%, Giardia killer 20, GALK inhibitor -1%, MLL CXXC-DNA inh 2%, KCNH2 3.1 inh 11, KCNH2 WT inh -1 and PKM2 act -3%.
O=C1CC(c2ccc(Cl)cc2)CC(O)=C1C=NCCN1CCNCC1 (stereo not given) was read as USP2a inh 2%, Menin MLL FP TR 2%[11.7 µM], FBPA coupling cs 3, B2AR arrestin -0.5%, GALK inhibitor 3%, MLL CXXC-DNA inh -2% and PKM2 act 2%.
For COc1ccc(Br)cc1CNC(=O)Cc1cccs1 the results were USP2a inh -3%, TRPV1 ag 25, Menin MLL FP TR 10%, FBPA coupling cs -1, B2AR arrestin -1.2%, Giardia killer -8, GALK inhibitor 0%, MLL CXXC-DNA inh 8%, KCNH2 3.1 inh -5 and KCNH2 WT inh -6.
`CCCN(CCC)S(=O)(=O)c1ccc(C(=O)Nc2nnc(-c3cccc(OC)c3)o2)cc1` gave USP2a inh 4%, TRPV1 ag -1, Menin MLL FP TR inconclusive, FBPA coupling cs 10, B2AR arrestin -1.4%, Giardia killer -8, MLL CXXC-DNA inh -10%, KCNH2 3.1 inh 1, KCNH2 WT inh 0 and PKM2 act 4%.
CCOc1ccccc1NC(=S)N1CCC(NC(=O)C(C)(C)C)CC1 was read as USP2a inh 5%, TRPV1 ag 2, Menin MLL FP TR -2%, FBPA coupling cs 2, B2AR arrestin -0.1%, Giardia killer 2, GALK inhibitor 2%, MLL CXXC-DNA inh 9%, KCNH2 3.1 inh -8, KCNH2 WT inh -6 and PKM2 act 3%.
`O=[N+]([O-])c1ccc(/C=[N+](\[O-])[C@@H]2CCCC[C@@H]2/[N+]([O-])=C/c2ccc([N+](=O)[O-])o2)o1` gave USP2a inh 7%, TRPV1 ag 1, Menin MLL FP TR 8%, FBPA coupling cs -13, B2AR arrestin 4.1%, Giardia killer -82*, GALK inhibitor -2%, MLL CXXC-DNA inh 6%, KCNH2 3.1 inh -5 and KCNH2 WT inh 23.
